PfHsp40 yeast: restores yeast growth despite PfHsp40 toxicity; S. cerevisiae expressing PfHsp40, growth rescue, ATP luminescence; growth rescue, % at 12.5 µM; 340,000 compounds, 0.68% hits; AID 504582; in the data active means growth rescue above about 28%, passing the limit was not always enough; inconclusive means no clear call, values can overlap the other calls;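 further: yeast W303a lacking pdr1 and pdr3 grown in galactose medium; growth measured after three days at 30 °C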
3CLpro inhibitor: SARS-CoV 3CLpro protease inhibition | P0C6X7 | recombinant SARS-CoV 3CLpro, quenched FRET peptide cleavage | inhibition, % at 6 µM | 290,000 compounds, 0.14% hits | AID 1706; in the data active means inhibition above about 12%
Yp Topo-I inh: blocks Yersinia pestis topoisomerase I activity | Y. pestis Topo-I cleavage product accumulation, plate reader | activity, % at 10 µM | 360,000 compounds, 0.064% hits | AID 504884; in the data active means activity above about 50%, passing the limit was not always enough; inconclusive means no clear call, values can overlap the other calls; further: inactives centre near 2
BoNT-A LC inh2: inhibitors of Botulinum neurotoxin A light chain protease. multiplex microsphere protease substrate cleavage, flow cytometry. AID 588499. 360,000 compounds, 0.17% hits. inhibition, % at 10 µM; further: plate controls were buffer without enzyme for full effect and enzyme alone for no effect
PrPC TRFRET: cell surface PrPC inhibition, primary TR-FRET screen. P04156. TR-FRET read-out. inhibition, % at 13.8 µM. 370,000 compounds, 0.43% hits; in the data active means inhibition above about 24%; further: 0% = median of the test wells and 100% = reference compound wells
Vc quorum ag: inducers of Vibrio cholerae quorum light production without autoinducers | 350,000 compounds, 0.16% hits | activation, % at 18.7 µM | V. cholerae BH1578 lux reporter, luminescence, 6 h; in the data active means activation mostly above about 9.7%, no sharp cut-off; inconclusive means no clear call, values can overlap the other calls; inactive means mostly below about 3.7%; further: not every result past the cut was called active; inactives centre near 0; reference of the scale not given here
Anthrax LF inh2: anthrax lethal factor protease inhibition. multiplex microsphere protease cleavage assay, LF. inhibition, % at 10 µM. 360,000 compounds, 0.12% hits. AID 588501; further: plate controls were buffer without enzyme for full effect and enzyme alone for no effect
PriA SSB inh: blocks PriA binding to SSB C-terminal tail; AlphaScreen SSBct-PriA binding, biotinylated peptide; inhibition, % at 33 µM; AID 1272365; 430,000 compounds, 0.6% hits; in the data active means inhibition mostly above about 37%, no sharp cut-off; inactive means mostly below about 20%;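 further: plate controls were negative control peptide for no effect and reference peptide for full effect; strong numbers were not always called active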
TcdB GH inh: inhibitors of Clostridioides difficile toxin B glycohydrolase. P18177. TcdB glycohydrolase enzymatic assay, plate reader. inhibition, % at 9.99 µM. 350,000 compounds, 0.24% hits. AID 652162; in the data active means inhibition above about 10%
Target sequence (P18177 whole entry, looked up): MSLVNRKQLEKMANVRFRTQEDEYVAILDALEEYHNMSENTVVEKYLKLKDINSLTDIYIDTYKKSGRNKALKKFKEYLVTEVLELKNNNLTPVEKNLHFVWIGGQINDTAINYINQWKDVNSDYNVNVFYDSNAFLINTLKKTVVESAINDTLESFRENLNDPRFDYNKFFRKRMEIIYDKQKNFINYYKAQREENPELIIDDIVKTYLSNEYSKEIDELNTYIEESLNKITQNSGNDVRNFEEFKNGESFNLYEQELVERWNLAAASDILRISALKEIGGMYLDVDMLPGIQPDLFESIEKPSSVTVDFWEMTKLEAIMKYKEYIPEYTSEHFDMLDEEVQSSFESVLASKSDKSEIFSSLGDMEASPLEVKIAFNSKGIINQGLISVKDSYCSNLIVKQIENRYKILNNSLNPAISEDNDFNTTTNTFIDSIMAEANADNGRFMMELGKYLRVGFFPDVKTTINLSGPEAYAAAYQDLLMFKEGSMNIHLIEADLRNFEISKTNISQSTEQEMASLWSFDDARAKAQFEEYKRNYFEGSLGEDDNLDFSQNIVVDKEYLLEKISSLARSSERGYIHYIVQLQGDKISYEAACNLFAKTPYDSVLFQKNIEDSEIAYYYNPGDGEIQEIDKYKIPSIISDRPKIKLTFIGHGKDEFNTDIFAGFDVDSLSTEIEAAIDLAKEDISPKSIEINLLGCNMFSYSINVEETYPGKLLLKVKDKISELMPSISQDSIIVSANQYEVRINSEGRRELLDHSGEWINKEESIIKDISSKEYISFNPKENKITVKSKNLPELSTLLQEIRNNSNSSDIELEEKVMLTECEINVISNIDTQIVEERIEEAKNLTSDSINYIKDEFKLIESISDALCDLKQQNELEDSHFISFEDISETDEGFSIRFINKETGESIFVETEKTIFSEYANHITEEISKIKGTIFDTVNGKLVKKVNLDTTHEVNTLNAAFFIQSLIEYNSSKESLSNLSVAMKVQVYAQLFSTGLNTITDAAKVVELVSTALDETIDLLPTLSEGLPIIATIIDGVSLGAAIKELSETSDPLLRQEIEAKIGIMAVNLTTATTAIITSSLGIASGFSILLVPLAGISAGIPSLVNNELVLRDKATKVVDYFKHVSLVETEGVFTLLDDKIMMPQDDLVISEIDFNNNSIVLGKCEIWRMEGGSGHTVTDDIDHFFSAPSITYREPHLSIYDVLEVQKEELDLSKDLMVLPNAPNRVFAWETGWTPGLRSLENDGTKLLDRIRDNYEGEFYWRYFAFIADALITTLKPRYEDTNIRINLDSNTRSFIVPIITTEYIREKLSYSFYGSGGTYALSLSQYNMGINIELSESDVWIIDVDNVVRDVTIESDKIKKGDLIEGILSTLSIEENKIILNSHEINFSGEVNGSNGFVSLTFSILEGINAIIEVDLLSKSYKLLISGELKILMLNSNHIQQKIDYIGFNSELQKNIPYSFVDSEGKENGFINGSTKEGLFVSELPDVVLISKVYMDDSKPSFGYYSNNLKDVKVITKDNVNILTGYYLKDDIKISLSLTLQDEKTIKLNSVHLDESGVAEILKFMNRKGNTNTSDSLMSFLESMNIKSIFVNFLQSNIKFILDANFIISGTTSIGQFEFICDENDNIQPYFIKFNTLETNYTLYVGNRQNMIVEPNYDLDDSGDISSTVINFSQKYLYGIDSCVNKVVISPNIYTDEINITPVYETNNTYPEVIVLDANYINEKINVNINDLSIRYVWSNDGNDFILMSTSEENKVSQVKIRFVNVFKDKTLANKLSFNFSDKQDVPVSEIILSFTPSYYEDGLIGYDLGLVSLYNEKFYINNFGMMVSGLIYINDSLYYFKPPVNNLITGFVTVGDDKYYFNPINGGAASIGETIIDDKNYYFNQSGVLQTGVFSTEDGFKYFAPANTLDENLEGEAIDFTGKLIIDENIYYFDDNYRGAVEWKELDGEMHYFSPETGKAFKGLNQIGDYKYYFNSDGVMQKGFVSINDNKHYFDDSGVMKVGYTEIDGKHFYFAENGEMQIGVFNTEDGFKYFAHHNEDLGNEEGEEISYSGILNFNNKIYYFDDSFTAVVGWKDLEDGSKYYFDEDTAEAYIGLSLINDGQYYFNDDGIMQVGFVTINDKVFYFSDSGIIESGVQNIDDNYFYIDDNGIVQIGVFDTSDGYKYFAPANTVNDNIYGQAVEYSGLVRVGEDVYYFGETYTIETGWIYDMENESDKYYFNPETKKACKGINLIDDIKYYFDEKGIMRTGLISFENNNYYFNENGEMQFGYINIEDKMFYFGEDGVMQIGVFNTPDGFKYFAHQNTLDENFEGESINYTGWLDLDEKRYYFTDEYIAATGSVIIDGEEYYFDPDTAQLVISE
* hit, by the source's call; i = inactive; ? = inconclusive; nt = not tested or not shown; & = joins results of further samples. Unless noted, no stated cut-off is given here; in the data, active means inhibition above about 30%; inconclusive means no clear call, values can overlap the other calls; inactive means below that. Only part of the results is shown. The share of hits here may be higher or lower than overall.

SMILES | PfHsp40 yeast | 3CLpro inhibitor | Yp Topo-I inh | BoNT-A LC inh2 | PrPC TRFRET | Vc quorum ag | Anthrax LF inh2 | PriA SSB inh | TcdB GH inh
O=C(CSc1nnc(-c2ccc(O)cc2)n1Cc1ccco1)c1ccccc1 | -1.1 | -1 | 15 | -0.7 | 4 | i | 2 | -3 | nt
COC(=O)c1ccc(-c2nc(CN3CCN(C(=O)c4ccco4)CC3)c(C)o2)cc1 | nt | nt | 11 | 0.0 | -6 | -0.4 | 4 | nt | 0.4
COc1ccc(C(C)=O)cc1COC(=O)c1cnc(C)cn1 | 1.0 | -2 | -1 | 0.6 | -4 | -0.2 | -14 | -11 | nt
COc1ccccc1CCc1nnc(CCC(=O)N(C)Cc2cccc3cnccc23)o1 | -0.4 | 3 | 20 | 0.2 | 1 | -8.3 | -2 | -7 | 0.7
Cc1ccc(-c2nc3ccccc3c(=O)n2-c2cccnc2)cc1 | -1.5 | -2 | 16 | 0.1 | 3 | -0.4 | 1 | -1 | 0.1
CC(C)CCC1(C)NC(=O)N(CC(=O)Nc2ccc3c(c2)OCCO3)C1=O (stereo not given) | 0.9 | nt | 0 | 1.3 | -3 | 1.7 | 4 | -13 | 1.1
O=C(NC(=S)NNC(=O)c1ccccc1[N+](=O)[O-])c1ccccc1 | 0.1 | 1 | -2 | -0.1 | -9 | nt | -5 | -3 | nt
C=CCN(c1ccccc1OC)S(=O)(=O)c1cccc(C(=O)NCc2cccs2)c1 | 2.5 | nt | 19 | 5.4 | 9 | -0.9 | -5 | -4 | 0.1
CC(C)c1nnc(NC(=O)CCC(=O)N2CCN(c3cccc(Cl)c3)CC2)s1 | 2.1 | 3 | 30 | -1.9 | 1 | -0.4 | -3 | 1 | 0.2
CC(C)N(C)CCOC(=O)c1ccc2c(c1)OCCO2 | -2.0 | -4 | -3 | -0.3 | -3 | -0.4 | -3 | 2 | nt
O=C(Cc1ccccc1F)Nc1cc(Cl)ccc1N1CCCC1 | 0.3 | 0 | 0 | -0.5 | -2 | -0.2 | -2 | -4 | 0.7
O=C(NCCCN1CCCC1=O)c1c(O)nc2sccn2c1=O | -0.1 | nt | -1 | ? | 0 | -5.6 | ? | -4 | 0.9
CCOC(=O)c1c(-c2ccccc2)csc1NC(=O)C(C)NCCCN1CCOCC1 (stereo not given) | 0.0 | 3 | 10 | -0.6 | -13 | -0.5 | -1 | 0 | 1.7
COc1ccccc1NS(=O)(=O)c1ccc(C(=O)NCC(c2ccc(F)cc2)N2CCOCC2)cc1 (stereo not given) | 0.4 | nt | 14 | -0.3 | 3 | i | -5 | -14 | 0.1
O=C(COC(=O)Cc1ccccc1[N+](=O)[O-])NCc1ccccc1Cl | -0.1 | -1 | -8 | -0.1 | 3 | 1.4 | -1 | -13 | -1.7
Cc1ccc(NC(=O)c2c(C(F)(F)F)nn(C)c2SCc2cccc(C(F)(F)F)c2)cc1C | 0.9 | -8 | 23 | -1.5 | 30* | i | -5 | -9 | nt
CN1CCN(C2CCCCC2NS(=O)(=O)c2ccc(Cl)cc2)CC1 (stereo not given) | 0.0 | 2 | 3 | 2.2 | nt | i | -2 | 1 | nt
CC(=O)OCC1OC(c2ccccc2)C(OC(C)=O)C(OC(C)=O)C1OC(C)=O (stereo not given) | -0.5 | -1 | -2 | -0.1 | 0 | -0.4 | -2 | -2 | nt
CCOP(=O)(c1ccccc1)c1nc(-c2ccccc2C)oc1NCc1ccccc1 (stereo not given) | 1.5 | -3 | 11 | -8.0 | 11 | -1.4 | -3 | -9 | 1.5
Cc1ccc(Cn2ccc(NC(=O)c3cc(-c4ccccc4)on3)n2)cc1 | -1.9 | -2 | -11 | ? | 5 | -0.3 | -4 | -5 | 1.5
O=C(NN1C(=O)c2ccccc2NC1c1cccnc1)c1ccccc1 (stereo not given) | 0.1 | 4 | 9 | -0.4 | 3 | -0.6 | 1 | -4 | 0.3
Cc1ccccc1-c1ccc(CN2CCN(C)C(CCO)C2)cc1 (stereo not given) | 0.4 | -6 | -3 | -2.1 | 4 | -0.2 | -9 | 5 | 1.9
O=C(O)c1ccccc1-n1cccc1C(=O)O | -0.2 | -4 | 0 | 0.5 | -1 | i | -2 | 8 | 0.0
O=C(NCc1ccccc1)N1CCN(c2ccccc2F)CC1 | -0.7 | 5 | 0 | 0.5 | 0 | -0.4 | -1 | -1 | nt
O=C1c2cccc3cccc(c23)C(=O)N1c1ccc(O)cc1 | -0.7 | -6 | 0 | -2.9 | -37 | i | -5 | -24 | 0.0

More records follow:
SMILES | PfHsp40 yeast | 3CLpro inhibitor | Yp Topo-I inh | BoNT-A LC inh2 | PrPC TRFRET | Vc quorum ag | Anthrax LF inh2 | PriA SSB inh | TcdB GH inh
CSc1ccc(CN2CCN(C(=O)Cc3ccccc3)CC2)cc1 | nt | nt | 5 | nt | 4 | -1.1 | nt | -14 | -0.2
CN(C)c1cccc(C(=O)OCC(=O)NCc2ccco2)c1 | -0.1 | -3 | 8 | -1.1 | -3 | i | 1 | 1 | nt
CN(CC(=O)Nc1ccc(S(=O)(=O)N2CCOCC2)cc1)Cc1ccc(F)cc1 | -0.3 | nt | 3 | 1.6 | 1 | i | 12 | -13 | -0.3
COc1ccc(C(=O)NCC(=O)OCC(=O)Nc2ccc(C)c(S(=O)(=O)N(C)C)c2)cc1OC | -0.6 | 0 | -1 | -0.3 | 2 | -4.8 | -5 | -9 | 1.1
O=C(COc1cccc2cccnc12)NCC(F)(F)F | 3.0 | -1 | -10 | 1.9 | 1 | -0.4 | -1 | 2 | nt
COc1ccc([N+](=O)[O-])cc1N(CC(O)CN(C)C)S(=O)(=O)c1ccccc1 (stereo not given) | -0.1 | 1 | -7 | 1.1 | -7 | -0.4 | 0 | -4 | 0.8
O=C(Nn1cnc2ccccc2c1=O)C1CCCCC1 | -0.9 | -2 | -1 | 0.2 | 1 | -7.1 | 7 | -10 | nt
CCN(CC)CCn1c(=N)n(CC(O)c2ccc(OC)c(OC)c2)c2ccccc21 (stereo not given) | -1.1 | -5 | -2 | 0.5 | -5 | -0.3 | -3 | -11 | 0.0
O=C(CCNS(=O)(=O)c1cccc2nsnc12)NCc1ccc(F)cc1 | 1.1 | -3 | -2 | -1.5 | -20 | 0.0 | -3 | 0 | 0.6
CCCCCCCNC(=O)C1(CC2CC(c3ccc(Cl)cc3)=NO2)CCN(C(=O)C2CCCC2)CC1 (stereo not given) | 0.2 | -3 | 22 | -0.2 | -7 | i | 4 | -26 | 0.3
COc1ccc(C)cc1NC(=O)n1ncc2cc(Cl)ccc21 | 0.0 | 6 | -3 | -4.7 | 12 | i | -13 | 0 | -0.4
CCC(=NC1CC1)c1c(O)n(C2CCCCC2)c(=O)[nH]c1=O | -0.4 | 1 | 0 | -1.7 | 4 | -0.2 | -4 | -4 | nt
CC(=O)c1ccc(OCCCC(=O)Nc2cc(S(=O)(=O)N3CCCCC3)ccc2C)cc1 | 0.9 | nt | 0 | nt | 2 | -0.4 | nt | 0 | 1.1
c1ccc(CCn2nnnc2C(c2cccnc2)N2CCN(c3ccccc3)CC2)cc1 (stereo not given) | 15 | -2 | 7 | -0.3 | 12 | -3.6 | -3 | 1 | nt
COc1ccc2nc(NC(=O)CSc3nnc4n3C(C)(C)Cc3ccccc3-4)sc2c1 | -0.5 | -6 | 0 | 9.8 | 0 | 11 | -12 | -6 | nt
CCOC(=O)C1CCCN(C(=O)c2c(-c3ccccc3Cl)noc2C)C1 (stereo not given) | 1.0 | -6 | 8 | 1.2 | 6 | i | 9 | -30 | nt
CC1CCN(CCCCOc2ccccc2-c2ccccc2)CC1 | -1.9 | 5 | 16 | -0.4 | 9 | -0.4 | -3 | -1 | 0.4
O=C(COC(=O)C1COc2ccccc2O1)Nc1ccc(Cl)cc1 (stereo not given) | -0.1 | nt | -1 | -0.2 | 7 | -0.2 | -1 | -2 | 0.2
O=c1ccc(-c2ccc(S(=O)(=O)Nc3ccc(F)cc3)o2)n[nH]1 | 0.3 | 5 | -2 | -3.5 | -9 | 1.1 | -1 | 1 | 1.0
c1ccc(CCNCc2ccco2)nc1 | -0.6 | nt | 14 | -1.4 | -9 | i | -4 | -7 | -1.6
CCS(=O)(=O)c1nc(S(=O)(=O)c2ccc(C)cc2)c(N2CCCC2)s1 | 1.4 | 8 | -3 | -1.8 | -4 | -0.3 | 1 | 8 | 0.7
O=C(N/C(=C\c1ccc2c(c1)OCO2)C(=O)N1CCOCC1)c1cccs1 | 0.5 | -7 | 4 | -0.5 | -12 | -0.4 | -2 | -2 | nt
COc1ccc(C(=O)N/C(=C\c2cn(C)c3ccccc23)C(=O)NCCCn2ccnc2)cc1 | 0.7 | -2 | 6 | -1.2 | -13 | 0.5 | 0 | 17 | 0.5
CCN(CC)CCCOC(=O)C1(c2ccccc2)CCCC1 | 0.3 | 4 | 3 | -0.3 | -10 | i | -1 | 5 | nt
CCOC(=O)c1sc(NC(=O)CSc2nnc(C)s2)c(C(=O)OCC)c1C | -1.3 | 0 | -3 | 1.1 | 6 | -1.4 | 0 | -1 | nt

Following part.
SMILES | PfHsp40 yeast | 3CLpro inhibitor | Yp Topo-I inh | BoNT-A LC inh2 | PrPC TRFRET | Vc quorum ag | Anthrax LF inh2 | PriA SSB inh | TcdB GH inh
CCN(CC)C(=O)Cn1cc(C(=O)C(=O)NCc2cccs2)c2ccccc21 | -0.6 | 1 | -3 | -0.9 | -7 | -0.3 | 5 | -8 | 0.5
COc1ccccc1NC(=O)c1cnc(SC)nc1 | -0.7 | 0 | -8 | -0.5 | 6 | -1.7 | -3 | -10 | -0.4
COc1ccc(OCC(O)CNC(=O)Nc2ccc(Cl)cc2)cc1 (stereo not given) | -1.0 | -2 | 0 | 0.2 | 6 | i | -2 | -2 | 0.3
COc1ccc(N2CCN(C3CC(=O)N(c4ccc5c(c4)OCCO5)C3=O)CC2)cc1 (stereo not given) | 0.6 | 2 | -5 | -1.0 | -4 | i | 0 | 10 | nt
CCOC(=O)c1c(S(=O)(=O)Nc2cccc(-c3ccno3)c2)c(C)n(C)c1C | -0.3 | 7 | 23 | -1.7 | 2 | i | -1 | 2 | 2.8
COc1cc(S(=O)(=O)NCCN2CCOCC2)c(OC)cc1Cl | -1.1 | -1 | -5 | 0.3 | -2 | 5.0 | -2 | -7&0 | nt
CCc1ccc2nc(SCC(=O)Nc3nnc(C)s3)c(C)cc2c1 | -0.2 | 6 | 2 | 0.7 | -1 | i | -10 | -21 | 0.6
COC(CNC(=O)C1CCN(S(=O)(=O)c2ccc3nc4c(c(C(=O)O)c3c2)CC(C)CC4)CC1)OC (stereo not given) | -0.6 | 0 | 7 | 0.3 | -3 | -7.1 | -2 | -22 | -0.7
CCCN(Cc1nnc(-c2cccs2)o1)C(=O)c1cccc(S(=O)(=O)N2CCOCC2)c1 | -0.4 | nt | 6 | -2.9 | 6 | i | -4 | -1 | 1.9
CC(C)Cn1c(=S)[nH]c2cc(C(=O)O)ccc2c1=O | -0.7 | 0 | 1 | -0.8 | -4 | 4.0 | -7 | 1 | -1.6
C/C(=N\NC(=O)c1ccc([N+](=O)[O-])cc1)c1cc2ccccc2oc1=O | 0.0 | 2 | 3 | 0.1 | -15 | -0.2 | 0 | nt | nt

Five consecutive compounds already listed, quoted:
SMILES | PfHsp40 yeast | 3CLpro inhibitor | Yp Topo-I inh | BoNT-A LC inh2 | PrPC TRFRET | Vc quorum ag | Anthrax LF inh2 | PriA SSB inh | TcdB GH inh
CCN(CC)C(=O)Cn1cc(C(=O)C(=O)NCc2cccs2)c2ccccc21 | -0.6 | 1 | -3 | -0.9 | -7 | -0.3 | 5 | -8 | 0.5
COc1ccccc1NC(=O)c1cnc(SC)nc1 | -0.7 | 0 | -8 | -0.5 | 6 | -1.7 | -3 | -10 | -0.4
COc1ccc(OCC(O)CNC(=O)Nc2ccc(Cl)cc2)cc1 (stereo not given) | -1.0 | -2 | 0 | 0.2 | 6 | i | -2 | -2 | 0.3
COc1ccc(N2CCN(C3CC(=O)N(c4ccc5c(c4)OCCO5)C3=O)CC2)cc1 (stereo not given) | 0.6 | 2 | -5 | -1.0 | -4 | i | 0 | 10 | nt
CCOC(=O)c1c(S(=O)(=O)Nc2cccc(-c3ccno3)c2)c(C)n(C)c1C | -0.3 | 7 | 23 | -1.7 | 2 | i | -1 | 2 | 2.8

Source: PubChem
